# Screens deposited in PubChem BioAssay by Southern Research Specialized Biocontainment Screening Center.
# Dengue-2 NS5 capping – flavivirus cap methylation enzyme inhibition – biochemical, confirmation dose response, primary screen (AID 588689); 0.3% of 340,000 active; Dengue-2 NS5 methyltransferase capping enzyme assay, biochemical; higher % means a stronger effect; one-dose inhibition, % at 25 µM; IC50 in µM for titrated hits; in the data active = a potency from the dose series
# MgcRacGAP inhibition – MgcRacGAP GTPase-activating activity inhibitors, confirmation, biochemical, ADP Hunter fluorescence; MgcRacGAP-stimulated Rac1 GTP hydrolysis, ADP Hunter fluorescence; higher % means a stronger effect; GST-tagged Rac1 F28L mutant substrate; inhibition, % at 30 µM, or IC50 in µM where a hit was titrated; 0.6% of 340,000 active; AID 624330;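 active = first-screen hits whose inhibition reached a set limit at any dose in the follow-up dose series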;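 note: fluorescence reports GDP produced by GAP-driven GTP hydrolysis; strong numbers were not always called active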
# Dengue-2 NS5 capping pilot replicate – second read-out of Dengue-2 NS5 capping, no call of its own (marks repeat the call); inhibition, %; measured here: pilot screen replicate inhibition
# The depositor's hits bear a star. Not all compounds are listed; count on the stated rates, not on these rows.
SMILES,Dengue-2 NS5 capping,MgcRacGAP inhibition,others
C=C(CN(C)C)C(=O)c1ccc(C)cc1C,19%,26%,
Cc1cc(C)c2c(=O)n3c(nc2c1)C(Cc1ccccc1)NC(=O)c1cc2ccccc2cc1-3 (stereo not given),-4%,7%,
COC(=O)[C@]1(Cc2ccccc2)N[C@H](CN(C)S(=O)(=O)c2ccc(F)cc2)[C@@H]2C(=O)N(Cc3ccccc3)C(=O)[C@@H]21,1%,7%,Dengue-2 NS5 capping pilot replicate=3.6
C[C@@H]1CN([C@@H](C)CO)C(=O)CCCn2nncc2CO[C@@H]1CN(C)C(=O)Nc1ccccc1C(F)(F)F,-3%,18%,
C[C@H](CO)N1C[C@H](C)[C@@H](CN(C)C(=O)Nc2ccc(C(F)(F)F)cc2)Oc2ccc(NS(=O)(=O)c3cn(C)cn3)cc2C1=O,-8%,-1%,
CCC(CO)Oc1cc(NCc2ccc(C(=O)O)cc2)c2ncn(C(C)C)c2c1 (stereo not given),2%,2%,
COc1ccc(S(=O)(=O)N2CCN(c3cnccn3)CC2)cc1OC,-6%,-9%,
CC(C)(C)NC(=O)C[C@H]1C[C@H](C(=O)N2CCCCC2)[C@@]2(C)c3[nH]c4cc(-c5ccco5)ccc4c3CCN2C1=O,-3%,10%,
CCOc1ccc(S(=O)(=O)c2ccc(C)cc2)c2c1no[n+]2[O-],-2%,-3%,
Cc1ccccc1N1CCN(C(=O)c2cccnc2)CC1,3%,-2%,

# 3 compounds already listed, ordered by heavy-atom count, descending:
SMILES,Dengue-2 NS5 capping,MgcRacGAP inhibition,others
C[C@@H]1CN([C@@H](C)CO)C(=O)CCCn2nncc2CO[C@@H]1CN(C)C(=O)Nc1ccccc1C(F)(F)F,-3%,18%,
Cc1cc(C)c2c(=O)n3c(nc2c1)C(Cc1ccccc1)NC(=O)c1cc2ccccc2cc1-3 (stereo not given),-4%,7%,
CCC(CO)Oc1cc(NCc2ccc(C(=O)O)cc2)c2ncn(C(C)C)c2c1 (stereo not given),2%,2%,

# (more compounds)
SMILES,Dengue-2 NS5 capping,MgcRacGAP inhibition,others
OC[C@@H]1[C@@H](c2ccccc2)C(c2ccccc2)=NN1c1ccccc1,-2%,10%,Dengue-2 NS5 capping pilot replicate=-2.1
O=C(NCCN1CCN(c2cccc(Cl)c2)CC1)c1cccn2c(=O)c3ccccc3nc12,1%,7%,
O=C(Nc1ccc(Cl)cc1F)C1CC(=O)N(Cc2ccco2)C1 (stereo not given),-4%,10%,
CN(CC(=O)Nc1ccc2c(c1)OCCO2)CC(=O)Nc1ccc(F)c(F)c1F,-7%,-4%,
CC1(C)CC(=O)C=C(c2n[nH]nc2C2CCCCC2)C1,0%,10%,
CCN(C(=O)c1cccs1)C1CCS(=O)(=O)C1 (stereo not given),2%,9%,
CSc1ccc(C(=O)Nc2cc(S(=O)(=O)N3CCOCC3)ccc2N2CCOCC2)cc1[N+](=O)[O-],-9%,5%,
Cc1cc(SCC(=O)N2CCCC2=O)nc2ccccc12,0%,2%,
COc1ccccc1NC(=O)N(C)C[C@@H]1OCc2cn(nn2)CCCC(=O)N([C@H](C)CO)C[C@H]1C,2%,13%,
O=C(COC(=O)Cc1ccc(Br)cc1)NCc1ccc2c(c1)OCO2,-3%,3%,
COc1ccc(C(C)C)cc1S(=O)(=O)Nc1cccnc1,-8%,-25%,
CC(=O)Nc1ccc(C(=O)COC(=O)Cc2ccsc2)c(F)c1,-3%,0%,
O=C(Nc1ccc(C(=O)N2CCCCC2)cc1)c1ccccc1,-3%,6%,
O=C(COC(=O)CN1C(=O)NC2(CCCCC2)C1=O)Nc1cc(F)ccc1F,-4%,2%,
CC(OC(=O)c1ccc(O)cc1)C(=O)Nc1ccc(Oc2ccccc2)cc1 (stereo not given),-12%,-10%,
CC(C(=O)O)c1cccc(Oc2ccccc2)c1 (stereo not given),-7%,-6%,
CS(=O)c1ccccc1-c1nc(-c2ccc([N+](=O)[O-])cc2)no1 (stereo not given),-4%,0%,
C[C@H]1CN([C@@H](C)CO)S(=O)(=O)c2ccc(Br)cc2O[C@H]1CN(C)C(=O)c1cccnc1,-3%,14%,
O=C(Nc1cnns1)Oc1ccccc1,3%,5%,
COc1cccc(CC(=O)OCC(=O)NCc2ccc3c(c2)OCO3)c1,-3%,-6%,
O=C(COC(=O)c1cccc(S(=O)(=O)N2CCCC2)c1)c1ccc(F)cc1,-3%,18%,
O=C(O)C1(Nc2ccccc2Cl)CCCC1,1%,-1%,
C=CC[C@H](CC(=O)N(CCO)Cc1ccccc1)C(=O)N[C@H](C)COC(=O)[C@@H](CC=C)Cc1ccc(F)cc1,-1%,7%,
C=CC[C@H](CC(=O)NCCO)C(=O)N[C@H](COC(=O)[C@@H](CC=C)Cc1ccc(F)cc1)C(C)(C)C,-9%,2%,
CC(OC(=O)Nc1cccc(Cl)c1)C(=O)OC1CCCCC1 (stereo not given),7%,1%,
COc1cc(/C=C/C(=O)OCC(=O)Nc2cc(C)on2)ccc1OCC#N,4%,4%,
O=C1CSC(=S)N1c1ccccc1,-6%,-8%,
COc1ccc(-c2cccc3c2C2CC3CCN2C(=O)OCc2ccccc2)cc1 (stereo not given),0%,5%,
CC(C)NC(=O)N(C)C[C@H]1Oc2c(NC(=O)c3ccc(-c4nccs4)cc3)cccc2C(=O)N([C@@H](C)CO)C[C@H]1C,-6%,6%,
Cc1ccc2nc(Cl)cc(=O)n2c1,5%,5%,
COc1ccc(C(=O)COC(=O)c2sccc2C)cc1OC,2%,7%,
O=C(Cc1cccs1)Nc1ccc(Cl)c(S(=O)(=O)N2CCOCC2)c1,4%,7%,
COc1ccc(CNCCCn2cnc3c(OCc4ccccc4)ncnc32)cc1,1%,6%,
CC(Oc1ccc2c(-c3ccccc3)cc(=O)oc2c1)C(=O)N1CCOCC1 (stereo not given),-6%,-3%,
Cn1cnc([N+](=O)[O-])c1Sc1ccncn1,2%,6%,
O=C(O)c1cccc2c1Cc1cc([N+](=O)[O-])ccc1-2,-8%,8%,
C[C@@H]1CN([C@H](C)CO)C(=O)CCCn2nncc2CO[C@@H]1CN(C)S(=O)(=O)c1ccc(-n2cccn2)cc1,3%,5%,
O=C1CCN(CC2CCCCC2)C=C1C(=O)c1ccccc1,1%,9%,Dengue-2 NS5 capping pilot replicate=-1.8
CCN(CC(=O)Nc1ccccc1C(F)(F)F)C(=O)c1ccc2c(c1)NC(=O)CS2,4%,12%,
CCN(CC)C(=O)C1=C(C)N(Cc2ccc(OC)cc2)C(=O)C(CC(=O)NC(c2ccccc2)c2ccccc2)C1 (stereo not given),-2%,17%,

# Six records picked at random from the list so far, as already listed:
SMILES,Dengue-2 NS5 capping,MgcRacGAP inhibition,others
O=C(Nc1cnns1)Oc1ccccc1,3%,5%,
C=C(CN(C)C)C(=O)c1ccc(C)cc1C,19%,26%,
CC(C)NC(=O)N(C)C[C@H]1Oc2c(NC(=O)c3ccc(-c4nccs4)cc3)cccc2C(=O)N([C@@H](C)CO)C[C@H]1C,-6%,6%,
O=C(COC(=O)Cc1ccc(Br)cc1)NCc1ccc2c(c1)OCO2,-3%,3%,
CCN(CC)C(=O)C1=C(C)N(Cc2ccc(OC)cc2)C(=O)C(CC(=O)NC(c2ccccc2)c2ccccc2)C1 (stereo not given),-2%,17%,
O=C(O)c1cccc2c1Cc1cc([N+](=O)[O-])ccc1-2,-8%,8%,

# Following part:
SMILES,Dengue-2 NS5 capping,MgcRacGAP inhibition,others
O=C(CCN1N=C(c2ccccc2)CCC1=O)NC1CCCCC1,-2%,4%,
COC(=O)C(CC(=O)CNC(=O)c1ccccc1)NC(=O)c1ccccc1 (stereo not given),-2%,1%,
O=C1OCC/C1=C\NCCCCCCCCN/C=C1\CCOC1=O,6%,4%,
CC1CC(C)CN(C(=O)COC(=O)c2ccc(N3CCCC3=O)cc2)C1 (stereo not given),-8%,6%,
CCN(C[C@H]1N[C@@](CC)(C(=O)OC)[C@H]2C(=O)N(Cc3ccccc3)C(=O)[C@@H]12)C(=O)COc1ccccc1,0%,1%,Dengue-2 NS5 capping pilot replicate=1.2
CCN(C(=O)COC(=O)c1oc2ccc(OC)cc2c1C)C1CCS(=O)(=O)C1 (stereo not given),-2%,6%,
O=C(NCCCN1CCC(Cc2ccccc2)CC1)c1ccc(CS(=O)c2ccccc2Cl)o1 (stereo not given),-5%,23%,
COc1ccccc1CNS(=O)(=O)CCNCCc1ccccc1,-2%,6%,Dengue-2 NS5 capping pilot replicate=-0.3
Cn1c(=S)c2[nH]c(SCCC(C)(C)C)nc2n(C)c1=O,-3%,6%,
COc1ccccc1CCC(=O)NNC(=O)Cn1nc(C)cc1C,-1%,7%,
CN(C)Cc1cc(C(C)(C)C)cc(N2CCOCC2)c1O,1%,-3%,
CCOC(=O)c1cc2c(=Cc3ccc(N(C)C)cc3)c3ccccc3n2[n+]1C,-3%,42µM*,
COc1ccc(NC(=O)c2cc(F)cc(F)c2)cc1S(=O)(=O)N1CCCCC1,-4%,2%,
CC[C@@H]1C=C(C(=O)O)[C@H](c2ccc3c(c2)OCO3)N1S(=O)(=O)c1ccc(C)cc1,-5%,7%,
COc1ccc(CNC(=O)C(C)N2C(=O)NC3(CCCCCCC3)C2=O)cc1 (stereo not given),5%,10%,
O=C(NNC1CCN(Cc2ccccc2)CC1)c1ccccc1,2%,3%,
COc1cc(OC)c(C(=O)OCC(=O)Nc2ccc(N3CCOCC3)cc2)cc1OC,-3%,1%,
O=C1OC[C@H]2CCCN2C(=O)[C@@H](CC(=O)N(CCO)Cc2ccccc2)C/C=C\C[C@@H]1Cc1ccc(F)cc1,-3%,5%,
O=C(NCCc1ccccc1F)C1CC(=O)N(c2cccc(C(F)(F)F)c2)C1 (stereo not given),-12%,1%,
CN(CC(=O)OCC(=O)NC1CCCC1)S(=O)(=O)c1ccc(Cl)cc1,-7%,1%,
COc1ccc(CCN2CC(C(=O)Nc3nccs3)CC2=O)cc1OC (stereo not given),1%,3%,
CCOC(=O)C1=CN(Cc2cccc(F)c2)S(=O)(=O)N(C)C1c1ccc(C(F)(F)F)cc1 (stereo not given),2%,7%,
COc1ccc(NS(=O)(=O)c2ccc(N3CCCCC3)c(NC(=O)C(C)NC(N)=O)c2)cc1 (stereo not given),-5%,3%,
CCOC(=O)/C=C/C(=O)Nc1ccc(S(=O)(=O)Nc2cc(OC)nc(OC)n2)cc1,11%,12%,
O=C(c1ccccc1F)N1CCCC(N2CCN(Cc3ccc4c(c3)OCO4)CC2)C1 (stereo not given),1%,13%,
CCCCNc1ccc2c(c1)C1CC2CCN1C(=O)OCc1ccccc1 (stereo not given),0%,6%,Dengue-2 NS5 capping pilot replicate=-5.1
CC(C)OC(=O)N(C)C[C@H]1OCc2cnnn2CCCC(=O)N([C@H](C)CO)C[C@@H]1C,-1%,17%,
COc1ccc(-c2oc3ccc(-c4cc(OC)c(OC)c(OC)c4)cc3c2C#Cc2ccccn2)cc1,7%,7%,
CCOc1ccc(CCN2C(=S)N([C@@H](CC(C)C)CN3CCCC3CN3C(=S)NC[C@@H]3CC(C)C)C[C@@H]2Cc2ccccc2)cc1 (stereo not given in full),1%,6%,
CC(=O)Nc1ccc(NC(=O)c2cc(C3CC3)nc3c2cnn3C(C)C)cc1,-1%,-6%,
CC(=NNC(=S)N1CC2CCC(CC2)C1)c1ccncn1,-1%,11%,
CCOc1ccccc1NC(=O)COC(=O)c1c[nH]c2ccccc12,-9%,8%,
CC(C)(C)C(=O)NCc1ccc(C(=O)CN2C(=O)NC3(CCCC3)C2=O)s1,-1%,5%,
CC1CCN(C(=O)CSc2nnc3ccccn23)CC1,5%,3%,
COC(=O)c1c(NC(=O)c2ccc(C(=O)c3ccccc3)cc2)sc2c1CC(C)(C)NC2(C)C,-3%,5%,
CC(=NNC(=S)N1CCCC1)c1ccccn1,0%,9%,
CN(C)CCCN1C(=O)C(O)=C(C(=O)c2cc3ccccc3o2)C1c1ccccn1 (stereo not given),-4%,12%,
C=Cn1cc(CNC[C@H]2O[C@@H](n3cc(C)c(=O)[nH]c3=O)C[C@@H]2O)c(C)n1,-8%,2%,
NCC(O)c1ccc(O)c(O)c1 (stereo not given),-4%,-2%,
CCCCNCCS(=O)(=O)NCc1ccccc1,-4%,5%,
CC(=Cc1ccccc1)C(=O)c1ccccc1,-3%,0%,
Cc1nc(SCC(=O)NC2CCCCC2C)nc(C)c1C (stereo not given),9%,4%,
N#C/C(=C/C1=C(N2CCOCC2)C(=C/c2cccc([N+](=O)[O-])c2)/CC1)C(=O)Nc1ccccc1F,28%,2%,
CCCCN(C(=O)CSCc1ccc(C)cc1)c1c(N)n(Cc2ccccc2)c(=O)[nH]c1=O,0%,7%,
CCOC(=O)c1ccccc1NC(=O)Cc1ccc(S(=O)(=O)N2CCCC2)s1,-9%,1%,
O=C1C=CC(=Nc2ccc(F)cc2)O1,-10%,0%,
Cn1c(CC(=O)NNC(=O)c2cncc(Br)c2)nc2ccccc21,-6%,4%,
CCN(CC)S(=O)(=O)c1ccc(N2CCOCC2)c(NC(=O)CN2C(=O)NC3(CCCC3)C2=O)c1,-5%,5%,
Cc1ccc(S(=O)(=O)N2[C@@H](c3ccc(Br)cc3)C(C(=O)O)=CC[C@H]2c2ccc3c(c2)OCO3)cc1,9%,6%,
Cc1ccccc1N(CC(=O)N1CCN(Cc2ccccc2)CC1)S(C)(=O)=O,-2%,10%,
CC(C)(C)Cc1c(-c2ccccc2)nc2ccc(Cl)cn12,-2%,16%,
C[C@@H]1CN([C@H](C)CO)C(=O)c2cc(NC(=O)Cc3cn(C)c4ccccc34)ccc2O[C@H]1CN(C)C(=O)Nc1ccc2c(c1)OCO2,-7%,8%,
